Mdm2 MdmX PPI = human Mdm2/MdmX binding inhibition; 3% of 330,000 active; SaOS-2 split-luciferase Mdm2/MdmX complementation, luminescence; inhibition, % at 8 µM; O15151+Q00987; AID 485346;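 active means inhibition of at least 50% at 8 µM in the primary screen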
Target sequence (O15151 whole entry, looked up): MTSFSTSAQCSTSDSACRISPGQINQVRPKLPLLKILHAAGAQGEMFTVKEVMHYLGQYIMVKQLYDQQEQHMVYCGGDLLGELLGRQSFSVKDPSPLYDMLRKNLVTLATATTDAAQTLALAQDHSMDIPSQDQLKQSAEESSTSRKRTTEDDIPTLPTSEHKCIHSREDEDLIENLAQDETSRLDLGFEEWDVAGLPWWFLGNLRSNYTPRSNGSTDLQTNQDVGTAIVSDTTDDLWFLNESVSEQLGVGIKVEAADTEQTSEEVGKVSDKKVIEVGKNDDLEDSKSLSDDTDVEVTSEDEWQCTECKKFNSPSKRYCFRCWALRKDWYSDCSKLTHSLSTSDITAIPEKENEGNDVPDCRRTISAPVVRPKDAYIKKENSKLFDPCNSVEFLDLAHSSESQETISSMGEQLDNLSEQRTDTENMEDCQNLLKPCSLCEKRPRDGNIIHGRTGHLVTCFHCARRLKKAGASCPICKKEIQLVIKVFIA
Target sequence (Q00987 whole entry, looked up): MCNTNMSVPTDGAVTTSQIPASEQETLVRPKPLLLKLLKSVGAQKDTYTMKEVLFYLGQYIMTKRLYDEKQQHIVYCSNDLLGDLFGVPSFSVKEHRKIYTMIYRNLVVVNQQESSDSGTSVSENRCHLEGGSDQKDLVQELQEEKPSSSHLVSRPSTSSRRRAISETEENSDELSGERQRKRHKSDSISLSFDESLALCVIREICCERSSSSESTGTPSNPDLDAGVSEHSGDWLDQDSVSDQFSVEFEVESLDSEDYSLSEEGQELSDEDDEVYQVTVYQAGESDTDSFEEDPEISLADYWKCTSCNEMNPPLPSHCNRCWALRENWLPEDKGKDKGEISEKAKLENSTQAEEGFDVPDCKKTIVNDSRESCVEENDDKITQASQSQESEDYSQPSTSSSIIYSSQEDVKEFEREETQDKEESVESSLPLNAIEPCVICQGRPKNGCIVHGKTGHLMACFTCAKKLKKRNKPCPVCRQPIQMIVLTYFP
CCR6 antagonist = blocks CCL20-driven beta-arrestin recruitment at human CCR6; P51684; AID 493098; inhibition, % at 20 µM; 0.49% of 340,000 active; CHO-K1 CCR6 PathHunter beta-arrestin, luminescence, CCL20-stimulated;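 active means compounds whose inhibition of the agonist-driven luminescence signal at 20 µM reaches about 50%, limit read from the data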;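 further: cells stimulated with CCL20 at 14 nM final; plate controls were DMSO with CCL20 for no effect and DMSO without agonist for full effect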
UPR XBP1 act = adaptive UPR (XBP1) activation. CHO-XBP1 luciferase reporter, IRE1-XBP1 UPR activation, luminescence; percent of tunicamycin response, DMSO as zero. AID 463104. activation, % at 20 µM. 0.33% of 330,000 active;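 active means versus positive control, 20 µM dose yields 30% or more activation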;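 further: 100% = tunicamycin at 10 µg/mL and 0% = DMSO only wells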
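Signal: luciferase luminescence; Assay system: CHO-XBP1 luciferase reporter cells; Amount: one thousand reporter cells per well; Dosing: 20 µM single concentration, DMSO 1%; Benchmarks: high control tunicamycin 10 µg/mL final, low control DMSO vehicle only; Schedule: 6 h compound exposure at 37 °C, 5% CO2; Evaluation: percent activation relative to tunicamycin reference.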
CHOP UPR activ = activators of apoptotic arm of unfolded protein response (CHOP); CHO-CHOP luciferase reporter, UPR activation, luminescence; percent of tunicamycin response over DMSO baseline; activation, % at 10 µM; 0.34% of 330,000 active; AID 449763;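 active means at 10 µM dose, activation of 40% or more, normalized to positive control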;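 further: 100% = tunicamycin at 10 µg/mL and 0% = DMSO alone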
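Assay system: CHO-CHOP cells, stable luciferase reporter of PERK-eIF2a-CHOP signalling / Buffer or medium: F12 plus 10% serum / Compound dosing: one dose, 10 µM in 0.5% DMSO / Times: 6 h compound treatment, 37 °C / Technique: luciferase luminescence / Read-out: % reporter activation, DMSO baseline versus tunicamycin full activation / Benchmarks: tunicamycin and DMSO controls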
CXCR6 inh = CXCR6 (human) receptor inhibition. O00574. CHO-K1 PathHunter CXCR6 beta-arrestin, luminescence. inhibition, % at 20 µM. 0.36% of 360,000 active. AID 602244; in the data active means inhibition above about 34%, passing the limit was not always enough;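 further: antagonist mode with CXCL16 agonist at 10 nM final; 0% = 10 nM CXCL16 with DMSO and 100% = unstimulated wells without agonist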
EBI2 antag = blocks human EBI2 receptor beta-arrestin signaling; P32249; EBI2 beta-arrestin recruitment, luminescence, 7a,25-OHC stimulated; inhibition, % at 5 µM; 0.81% of 360,000 active; in the data active means inhibition above about 38%;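 further: enzyme fragment complementation signal reports receptor beta-arrestin coupling in cells; 0% = agonist plus DMSO wells and 100% = wells without agonist; some results beyond the cut were filed as inactive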
Gli-Sufu block = Gli-Sufu pathway antagonism | Sufu-KO-LIGHT fibroblasts, Gli luciferase reporter luminescence | inhibition, % at 5 µM | 0.74% of 340,000 active;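 active means inhibition above about 55%, limit read from the data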;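 further: 0% = DMSO-treated cells and 100% = wells with medium but no cells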
Jurkat NFkB inh = inhibitors of the PMA/ionomycin-induced NF-kB reporter in Jurkat cells; 0.53% of 330,000 active; PMA/ionomycin-induced NF-kB luciferase reporter, luminescence; inhibition, % at 4 µM; in the data active means inhibition above about 50%
697 NFkB inh = lowers PMA/ionomycin-induced NF-kB signal in 697 B cells; inhibition, % at 4 µM; 0.33% of 330,000 active; 697 B-cell NF-kB luciferase reporter, 16 h; AID 435022; in the data active means inhibition above about 35%
* marks the source's active call; other numbers are inactive results.

`Clc1cc(Cl)c(Cl)cc1Cl` gave Mdm2 MdmX PPI -9, CCR6 antagonist -5, UPR XBP1 act 0, CHOP UPR activ 1.5, CXCR6 inh 2, EBI2 antag -4, Gli-Sufu block -12, Jurkat NFkB inh 13 and 697 NFkB inh 8.
`O=C1NC(c2cccc3ccccc23)Nc2ccc(Cl)cc21` (configuration not stated) gave CCR6 antagonist 6, CXCR6 inh -3, EBI2 antag -22 and Gli-Sufu block 61*.
For Cc1ccc2c(c1)N(CC(=O)NC1CCCc3ccccc31)C(=O)CO2 (configuration not stated) the results were Mdm2 MdmX PPI 16, CCR6 antagonist 0, UPR XBP1 act 0, CHOP UPR activ -0.4, CXCR6 inh 5, EBI2 antag -2, Gli-Sufu block 3, Jurkat NFkB inh 8 and 697 NFkB inh 11.
Screening CC1CC1C(=O)N(C)CC(=O)Nc1ccc(Cl)c(C(F)(F)F)c1 (configuration not stated) returned Mdm2 MdmX PPI -3, CCR6 antagonist 11, UPR XBP1 act 0, CHOP UPR activ -0.2, CXCR6 inh 4, EBI2 antag -26, Gli-Sufu block 6, Jurkat NFkB inh 9 and 697 NFkB inh 10.
CCCCCCCCCCNC(=O)CCn1[nH]c(=O)c2ccccc2c1=O was read as Mdm2 MdmX PPI 18, CCR6 antagonist 1, UPR XBP1 act -3, CHOP UPR activ -0.3, CXCR6 inh -10, EBI2 antag -1, Gli-Sufu block 14, Jurkat NFkB inh 15 and 697 NFkB inh 15.
`Cc1ccsc1-c1nc(CN2CCCC2c2ccc(F)cc2)c(C)o1` (configuration not stated) gave Mdm2 MdmX PPI 30, CCR6 antagonist 7, UPR XBP1 act -5, CHOP UPR activ 1.2, CXCR6 inh 3, EBI2 antag 2, Gli-Sufu block 12, Jurkat NFkB inh 11 and 697 NFkB inh -5.
`O=[N+]([O-])c1cc(C(F)(F)F)cc([N+](=O)[O-])c1NN=C1CCCCC1` gave Mdm2 MdmX PPI 17, CCR6 antagonist 30, UPR XBP1 act 3, CHOP UPR activ 4.2, CXCR6 inh 4, EBI2 antag -23, Gli-Sufu block 4, Jurkat NFkB inh 2 and 697 NFkB inh -2.
For CCOC(=O)c1c(C)sc2c1N(C(=O)CN(CC)CC)c1cc(Cl)ccc1S2 the results were Mdm2 MdmX PPI 7, CCR6 antagonist -6, UPR XBP1 act 1, CHOP UPR activ -1.5, CXCR6 inh -3, EBI2 antag 0, Gli-Sufu block -1, Jurkat NFkB inh 2 and 697 NFkB inh -2.
For CCC(C)NC(=O)c1c(-c2cc(Cl)c(OC)c(Cl)c2)noc1C (configuration not stated) the results were Mdm2 MdmX PPI 11, CCR6 antagonist -2, UPR XBP1 act 0, CHOP UPR activ 0.5, CXCR6 inh 0, EBI2 antag 2, Gli-Sufu block -2, Jurkat NFkB inh -17 and 697 NFkB inh -14.
`CCCS(=O)(=O)N1CCCC(C(=O)NCCc2ccccc2)C1` (configuration not stated) gave Mdm2 MdmX PPI 13, CCR6 antagonist 1, UPR XBP1 act 2, CHOP UPR activ 17, CXCR6 inh 1, EBI2 antag -5, Gli-Sufu block -19, Jurkat NFkB inh -1 and 697 NFkB inh 2.
`CN1CCN(C(=O)/C=C\C(=O)O)CC1` gave Mdm2 MdmX PPI -13, CCR6 antagonist -1, UPR XBP1 act 0, CHOP UPR activ 0.2, CXCR6 inh -4, EBI2 antag -3, Gli-Sufu block -6, Jurkat NFkB inh -2 and 697 NFkB inh -11.
Screening CN1CCN(C2=Cc3ccccc3Sc3cc(F)ccc32)CC1 returned Mdm2 MdmX PPI 23, CCR6 antagonist 18, UPR XBP1 act 1, CHOP UPR activ -0.1, CXCR6 inh 3, EBI2 antag -5, Gli-Sufu block 24, Jurkat NFkB inh -9 and 697 NFkB inh -10.
For CCOC(=O)C1CCCN(C(=O)COc2ccccc2O)C1 (configuration not stated) the results were Mdm2 MdmX PPI -1, CCR6 antagonist -3, UPR XBP1 act -1, CHOP UPR activ 0.4, CXCR6 inh -10, EBI2 antag -16, Gli-Sufu block 0, Jurkat NFkB inh -8 and 697 NFkB inh 9.
`O=C(c1ccc2ccccc2c1)C1CCCN(C(=O)CCn2cnnn2)C1` (configuration not stated) gave Mdm2 MdmX PPI 10, CCR6 antagonist -4, UPR XBP1 act -2, CHOP UPR activ 0.3, CXCR6 inh -11, EBI2 antag -9, Gli-Sufu block 27, Jurkat NFkB inh -3 and 697 NFkB inh 4.
For Nc1nc(Cl)cc(NCCc2ccc(O)cc2)n1 the results were Mdm2 MdmX PPI 27, CCR6 antagonist -7, UPR XBP1 act 4, CHOP UPR activ 0.0, CXCR6 inh 4, EBI2 antag -5, Gli-Sufu block 27, Jurkat NFkB inh -6 and 697 NFkB inh -26.
Screening CSc1ccccc1OCc1cc(C(=O)N(C)CCn2nc(C)cc2C)no1 returned Mdm2 MdmX PPI 0, CCR6 antagonist 7, UPR XBP1 act 0, CHOP UPR activ 1.3, CXCR6 inh 6, EBI2 antag -6, Gli-Sufu block 31, Jurkat NFkB inh -5 and 697 NFkB inh -34.
`CCn1c(CNc2ccc(F)cc2)nnc1SCC#N` gave Mdm2 MdmX PPI 3, CCR6 antagonist 12, UPR XBP1 act -2, CHOP UPR activ 0.1, CXCR6 inh 1, EBI2 antag 6, Gli-Sufu block -9, Jurkat NFkB inh 14 and 697 NFkB inh 4.
`CCOc1ccc(S(=O)(=O)NNC(=S)Nc2ccc(Br)cc2)cc1` gave Mdm2 MdmX PPI 16, CCR6 antagonist 13, UPR XBP1 act -2, CHOP UPR activ 0.4, CXCR6 inh 0, EBI2 antag -1, Gli-Sufu block 0, Jurkat NFkB inh 10 and 697 NFkB inh -32.
O=C(CCc1ccccc1)Nc1ccc(NC(=O)C2CC2)nc1 was read as Mdm2 MdmX PPI 17, CCR6 antagonist -6, UPR XBP1 act -1, CHOP UPR activ -2.2, CXCR6 inh 2, EBI2 antag -5, Gli-Sufu block -1, Jurkat NFkB inh -6 and 697 NFkB inh 7.
For Cc1ccc(Cn2c(=O)oc3ccccc32)cc1 the results were Mdm2 MdmX PPI 7, CCR6 antagonist 8, UPR XBP1 act -1, CHOP UPR activ 0.6, CXCR6 inh 8, EBI2 antag 7, Gli-Sufu block -3, Jurkat NFkB inh 10 and 697 NFkB inh 10.

Four compounds out of the list, ordered by heavy-atom count, smallest number first.
For Cc1ccc(Cn2c(=O)oc3ccccc32)cc1 the results were Mdm2 MdmX PPI 7, CCR6 antagonist 8, UPR XBP1 act -1, CHOP UPR activ 0.6, CXCR6 inh 8, EBI2 antag 7, Gli-Sufu block -3, Jurkat NFkB inh 10 and 697 NFkB inh 10.
For CCC(C)NC(=O)c1c(-c2cc(Cl)c(OC)c(Cl)c2)noc1C (configuration not stated) the results were Mdm2 MdmX PPI 11, CCR6 antagonist -2, UPR XBP1 act 0, CHOP UPR activ 0.5, CXCR6 inh 0, EBI2 antag 2, Gli-Sufu block -2, Jurkat NFkB inh -17 and 697 NFkB inh -14.
`Cc1ccsc1-c1nc(CN2CCCC2c2ccc(F)cc2)c(C)o1` (configuration not stated) gave Mdm2 MdmX PPI 30, CCR6 antagonist 7, UPR XBP1 act -5, CHOP UPR activ 1.2, CXCR6 inh 3, EBI2 antag 2, Gli-Sufu block 12, Jurkat NFkB inh 11 and 697 NFkB inh -5.
CCCCCCCCCCNC(=O)CCn1[nH]c(=O)c2ccccc2c1=O was read as Mdm2 MdmX PPI 18, CCR6 antagonist 1, UPR XBP1 act -3, CHOP UPR activ -0.3, CXCR6 inh -10, EBI2 antag -1, Gli-Sufu block 14, Jurkat NFkB inh 15 and 697 NFkB inh 15.

Next part.
`Cc1ccccc1CS(=O)(=O)Cc1ccc(C(=O)NC2CCCC2)o1` gave Mdm2 MdmX PPI 6, CCR6 antagonist 16, UPR XBP1 act -3, CHOP UPR activ 3.5, CXCR6 inh -4, EBI2 antag 4, Gli-Sufu block -9, Jurkat NFkB inh 6 and 697 NFkB inh -21.
`O=C(c1cccc(S(=O)(=O)N2CCCCC2)c1)N1CCc2ccccc21` gave Mdm2 MdmX PPI 8, CCR6 antagonist 3, UPR XBP1 act 0, CHOP UPR activ 1.6, CXCR6 inh 1, EBI2 antag -2, Gli-Sufu block -5, Jurkat NFkB inh 1 and 697 NFkB inh 7.
For CC(C)OCCCNC(=O)C1CC(=O)N(CCc2ccc(F)cc2)C1 (configuration not stated) the results were Mdm2 MdmX PPI 8, CCR6 antagonist 1, UPR XBP1 act -3, CHOP UPR activ 2.6, CXCR6 inh 2, EBI2 antag 5, Gli-Sufu block 4, Jurkat NFkB inh -2 and 697 NFkB inh -5.
Screening O=C(CCCn1cnc([N+](=O)[O-])n1)Nc1cccc2ccccc12 returned Mdm2 MdmX PPI 4, CCR6 antagonist -10, UPR XBP1 act 0, CHOP UPR activ -0.7, CXCR6 inh -13, EBI2 antag -11, Gli-Sufu block -2, Jurkat NFkB inh -16 and 697 NFkB inh -20.
For Cc1ccc(-c2nc(Nc3cccc(C)c3)sc2CC(=O)O)cc1 the results were Mdm2 MdmX PPI -2, CCR6 antagonist 2, UPR XBP1 act 13, CHOP UPR activ 3.6, CXCR6 inh -10, EBI2 antag 5, Gli-Sufu block -51, Jurkat NFkB inh -55 and 697 NFkB inh -100.
Screening COc1cc(C=O)cc(Cl)c1OC(=O)N1CCOCC1 returned Mdm2 MdmX PPI 16, CCR6 antagonist -2, UPR XBP1 act -5, CHOP UPR activ -1.2, CXCR6 inh -3, EBI2 antag -9, Gli-Sufu block 4, Jurkat NFkB inh -22 and 697 NFkB inh 1.
For CCOc1ccc(/C=N/n2c(C)nc3ccccc3c2=O)cc1 the results were Mdm2 MdmX PPI 16, CCR6 antagonist 11, UPR XBP1 act 5, CHOP UPR activ 3.7, CXCR6 inh -8, EBI2 antag -2, Gli-Sufu block 26, Jurkat NFkB inh -25 and 697 NFkB inh -11.
For COc1ccc(NC(=O)c2ccc3c(c2)S(=O)(=O)N=C2CCCCCN23)cc1S(N)(=O)=O the results were CCR6 antagonist 1, CXCR6 inh 0, EBI2 antag -4 and Gli-Sufu block 6.
For COCCNC(=O)C(=O)N/N=C(\C)CC(=O)Nc1ccc(Cl)cc1Cl the results were Mdm2 MdmX PPI -7, CCR6 antagonist 0, UPR XBP1 act -1, CHOP UPR activ 1.4, CXCR6 inh -7, EBI2 antag 4, Gli-Sufu block 1, Jurkat NFkB inh -7 and 697 NFkB inh -7.
For CCOc1ccc(-c2ccc3nnc(SCC(=O)NCC4CCCO4)n3n2)cc1 (configuration not stated) the results were Mdm2 MdmX PPI 12, CCR6 antagonist 4, UPR XBP1 act -3, CHOP UPR activ 2.9, CXCR6 inh -4, EBI2 antag 4, Gli-Sufu block -10, Jurkat NFkB inh 16 and 697 NFkB inh -1.
For CCn1c(SC)nc2c(c1=O)SC(C)C2 (configuration not stated) the results were Mdm2 MdmX PPI 13, CCR6 antagonist -26, UPR XBP1 act -1, CHOP UPR activ 0.3, CXCR6 inh 5, EBI2 antag -13, Gli-Sufu block -10, Jurkat NFkB inh -22 and 697 NFkB inh 27.

Assay outcomes from PubChem.
